High-throughput results (PubChem BioAssay)
ST2 inh – IL1RL1 inhibition. AlphaLISA ST2-Fc/biotin-IL-33 interaction, 1 h. Q01638. actives 2.3% (n = 78,000). inhibition, % for hits at 17 µM; in the data active means inhibition above about 30%; inconclusive means mostly about 10% to 28%
Target sequence (Q01638 whole entry, looked up): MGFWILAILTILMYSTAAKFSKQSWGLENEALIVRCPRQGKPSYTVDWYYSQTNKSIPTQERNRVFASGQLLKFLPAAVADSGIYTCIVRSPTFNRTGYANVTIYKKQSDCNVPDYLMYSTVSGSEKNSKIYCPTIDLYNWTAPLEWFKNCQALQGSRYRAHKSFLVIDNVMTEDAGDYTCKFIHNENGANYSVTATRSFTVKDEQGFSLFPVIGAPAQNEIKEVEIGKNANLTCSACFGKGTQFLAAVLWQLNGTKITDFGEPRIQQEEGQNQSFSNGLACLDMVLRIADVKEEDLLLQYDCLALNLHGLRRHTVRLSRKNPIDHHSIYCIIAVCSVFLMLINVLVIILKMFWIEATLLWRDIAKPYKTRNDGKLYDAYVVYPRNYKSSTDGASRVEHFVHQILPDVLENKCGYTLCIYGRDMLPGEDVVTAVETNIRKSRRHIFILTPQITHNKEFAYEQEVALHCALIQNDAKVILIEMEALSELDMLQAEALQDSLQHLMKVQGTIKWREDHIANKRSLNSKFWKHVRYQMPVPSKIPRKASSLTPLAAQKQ
* = called active by the depositor; i = inactive; u = inconclusive. This is a subset (hit frequency here may not be typical).

The first three records, to show the layout:
SMILES	ST2 inh
CC(=O)Nc1cccc(NC(=O)c2cccc(Br)c2)c1	i
Cc1c(N=Cc2cc([N+](=O)[O-])ccc2O)c(=O)n(-c2ccccc2)n1C	i
CN1c2ccccc2-c2nc3ccccc3n2C1c1cccs1 (centres undefined)	i

The whole of this part (from the top)
SMILES	ST2 inh
CC(=O)Nc1cccc(NC(=O)c2cccc(Br)c2)c1	i
Cc1c(N=Cc2cc([N+](=O)[O-])ccc2O)c(=O)n(-c2ccccc2)n1C	i
CN1c2ccccc2-c2nc3ccccc3n2C1c1cccs1 (centres undefined)	i
CCOc1ccccc1/C=C1\N=C(c2ccc(Cl)cc2)OC1=O	i
Cc1cnc2c(C(=O)N(C)C(C)Cc3ncccc3C)cnn2c1 (centres undefined)	i
O=C1C2C3c4ccccc4C(c4ccccc43)C2C(=O)N1c1nccs1 (centres undefined)	i
CCOc1ccc2nc(NC(=O)C3Cc4ccccc4O3)sc2c1 (centres undefined)	i
c1ccc(C(c2c[nH]c3ccccc23)c2c[nH]c3ccccc23)nc1	u
OC1CCN(c2ccnc(N3CCN(C/C=C/c4ccccc4)CC3)n2)CC1	i
Cc1nc2nc(SCC(=O)NCc3ccco3)nn2c(C)c1Cc1ccccc1	u
COc1ccccc1C1C(C(N)=O)=C(C)Nc2nc(SCc3ccccc3)nn21 (centres undefined)	u
Cc1cc(C)cc(CSCC(=O)N2CCCC3(CNC(=O)O3)C2)c1 (centres undefined)	u
CCOc1ccccc1NC(=O)N1CCC(n2c(C)nc3cccnc32)CC1	i
NC(N)=N[C@@H](CCC(=O)O)C(=O)O	i
CCCn1cc(SCC(=O)Nc2ccc3c(c2)OCO3)c2ccccc21	i
O=C(O)c1ccc(NC(=O)c2ccc3ccccc3n2)cc1	i
CNC(=O)C1CCC(Cn2c(=O)c3sccc3n(CC(=O)Nc3cccc(C)c3)c2=O)CC1 (centres undefined)	u
COc1cc2c(cc1O)CCN(C(=O)C1COc3ccccc3O1)C2C (centres undefined)	i
COc1ccc(-n2ncc3c(Nc4cc(C)cc(C)c4)ncnc32)cc1	i
C[C@H](c1ccc(F)cc1)n1c(CCn2cccn2)n[nH]c1=O	i
Cc1ccc(OCC(=O)Nc2ccc(Cl)cc2[N+](=O)[O-])cc1	i
O=C(OCc1nc2ccccc2s1)c1cccc(Br)c1	i
CCOC(=O)N1CCN(C(=O)CC2(c3ccccc3F)CC(=O)N(CCOC)C2=O)CC1 (centres undefined)	u
O=C1C(=C(O)c2ccccc2)C(=O)c2ccccc21	u
CCn1cc(C(=O)NCCCOC)c2c3ccccc3n(C)c2c1=O	i
c1ccc(CCn2ccnc2-c2ccc(-c3ccn[nH]3)s2)nc1	u
COc1ccc(C2CC(c3ccc(Cl)cc3Cl)Nc3nc(N)nn32)cc1 (centres undefined)	u
COc1ccc(Cl)cc1S(=O)(=O)N1CCN(c2cc(-c3cccc(C)c3)ncn2)CC1	i
Cc1nsc(NC(=O)N2CCC(n3c(=O)[nH]c4ccccc43)CC2)n1	i
COC(=O)c1cccnc1-n1c(=O)c2cccnc2n(Cc2ccc(Cl)cc2)c1=O	i
Cc1ccc2ccc(C(Nc3ccccn3)c3cccc(O)c3)c(O)c2n1 (centres undefined)	u
O=C(C1CCCO1)N1CCc2c(nc(-c3ccccn3)[nH]c2=O)C1 (centres undefined)	u
CN1N=C(C(=O)NCc2cccnc2N(C)Cc2ccccc2)CCC1=O	i
O=C1c2sc3nc4n(c(=O)c3c2CCC1Sc1ccccc1)CCCCC4 (centres undefined)	i
O=C(Nc1cnns1)c1cccc(CN2[C@@H]3CC[C@H]2CC(O)C3)c1 (some centres undefined)	i
CC1CC(C)CN(C(=O)c2sc3ccccc3c2Cl)C1 (centres undefined)	i
Cc1ccc(CSC2=NCCN2C(=O)Cc2ccc(F)cc2)cc1	i
Cc1csc2ncc(C(=O)NCc3ccccn3)c(=O)n12	i
CC(C)Cn1c(CN2CCC(CN)C2)nc2ccccc21 (centres undefined)	i
C=C(C)COc1cccc(C(=O)NCc2noc(C3CCCC3)n2)c1	i
O=C(C1CCC1)N1CCCN(Cc2ncc[nH]2)CC1	i
CC1CC(C)CN(C(=O)c2cn(C)c(=O)c3c2c2ccccc2n3C)C1 (centres undefined)	i
O=C1c2ccccc2-c2c1cccc2C(=O)N1CCN(C(=O)c2ccco2)CC1	i
CCn1cc(NC(=O)c2cccc(CN3CCC(N(C)C(C)=O)C3)c2)nn1 (centres undefined)	i
OC1(CN2CCCC2)CCN(C2CCC3(CCNCC3)CC2)CC1	i
CCOc1c(C)cc(S(=O)(=O)N2CCN(c3nc(C)cc(Nc4ccc(OC)cc4)n3)CC2)cc1C	u
CCCn1ncc(CN2CCOC(c3ccc(Cl)c(Cl)c3)C2)c1C (centres undefined)	i
O=C1S/C(=C\c2ccccc2)C(=O)N1CNc1cccc(C(F)(F)F)c1	u
O=S(=O)(Cc1ccc(F)cc1)c1c[nH]c2ccccc12	i
CCNc1nc(N2CCOCC2)nc(N2CCC(Cc3ccccc3)CC2)n1	u
CCN(Cc1cccc(C(=O)Nc2cc(C)nn2C)c1)CC1CCCO1 (centres undefined)	i
CCN(CC)C(=O)Cn1cnc2sc(C(=O)Nc3ccc(F)cc3F)c(C)c2c1=O	u
O=C(Cn1c(=O)n(-c2ccc(F)c(Cl)c2)c(=O)c2sccc21)NC1CCCC1	u
CN(C)CCN(C)C(=O)[C@@H]1C[C@@H](NC(=O)c2cc3ccccc3s2)CN1	i
O=C1C=C(/C=C/c2ccccc2)C[C@H](c2ccccc2)[C@H]1n1nnc([N+](=O)[O-])n1	58%*
CN(C)CCC1CN(c2nc(C(N)=O)cs2)CCO1 (centres undefined)	i
CCC(=O)Nc1cccc(C(=O)NCCCn2ccc3ccccc32)c1	u
CC(C)C(=O)NCCSc1c[nH]c2ccccc12	u
COc1ccc(CN2CCN3CCN(C)C(=O)C3C2)cc1Cn1cncn1 (centres undefined)	i
Cc1cccn2c(=O)c3cc(C(=O)NCc4cccs4)n(C)c3nc12	i

Later entries.
SMILES	ST2 inh
O=C1CSc2ccc(C(=O)NCC3COc4ccccc4O3)cc2N1 (centres undefined)	i
Cc1ccc(S(=O)(=O)NCCN=Cc2ccc3c(c2)OCO3)cc1	i
CCc1nc(C)c(C(=O)Nc2ccc(OC)c(NC(=O)c3ccccc3)c2)o1	u
CC1=C(C(=O)Nc2ccccc2)C(c2cccs2)NC(=O)N1 (centres undefined)	i
COc1ccccc1CNC(=O)CCCc1ccccc1	u
CC1(C(=O)NC2CCCCC2)CCC(=O)N1Cc1ccccc1Cl (centres undefined)	i
Cc1ccc(C)c(CN2C(=O)CSc3ccc(C(=O)NCCC(C)C)cc32)c1	i
COc1cc(SC)ccc1C(=O)N1CCc2ccccc21	i
O=C(Nc1ccccc1)c1cc(S(=O)(=O)Nc2cccc([N+](=O)[O-])c2)cs1	u
Cc1cccc(-n2ncc3c(Nc4ccccc4)ncnc32)c1	i
O=C1CCCC2=C1C(c1ccccc1Cl)Nc1ccccc1N2 (centres undefined)	i
Cc1cc(-c2ccnc(-n3ncc(C(=O)N(C)Cc4csc(C)n4)c3C)n2)c(C)s1	u

Exported as a markdown table: five of the compounds above.
| molecule | ST2 inh |
| --- | --- |
| Cc1cc(-c2ccnc(-n3ncc(C(=O)N(C)Cc4csc(C)n4)c3C)n2)c(C)s1 | u |
| O=C1CSc2ccc(C(=O)NCC3COc4ccccc4O3)cc2N1 (centres undefined) | i |
| Cc1cccc(-n2ncc3c(Nc4ccccc4)ncnc32)c1 | i |
| CC1=C(C(=O)Nc2ccccc2)C(c2cccs2)NC(=O)N1 (centres undefined) | i |
| COc1cc(SC)ccc1C(=O)N1CCc2ccccc21 | i |

Further entries
SMILES	ST2 inh
COc1ccc(C(=O)N2CCCCCC2)cc1OC	i
CCN(CCN1CCCC1)C(=O)c1cccc2cnccc12	i
CC(C)Cc1cc(C(=O)NC(C)c2ccccc2)no1 (centres undefined)	i
CCOc1ccc(NS(=O)(=O)c2ccc3[nH]c(=O)oc3c2)cc1	i
COC(=O)C1=CO[C@@H](O[C@@H]2O[C@H](CO)[C@@H](O)[C@H](O)[C@H]2O)[C@@H]2[C@@H](C)[C@@H](O)C(O)[C@H]12 (some centres undefined)	i
Fc1ccc(C2CCCN2Cc2cnc(-c3ccco3)nc2)cc1 (centres undefined)	i
CCOc1ccccc1N1C(=O)C2CC(C)=C(C)CC2C1=O (centres undefined)	i
O=C1CCCc2oc3c(Cl)cc(NS(=O)(=O)c4cccs4)cc3c21	u
C=C(C(=O)O)[C@@H]1CC[C@H](C)[C@@H]2CC(=O)C(C)=C2C1	i
Cc1nn(C)c2c1C(c1cc(F)ccc1-n1cccn1)CC(=O)N2 (centres undefined)	u
CCN1CCN(C(=O)CN2C(=O)COc3ccc(C)cc32)CC1	i
CN(CCc1ccccn1)C(=O)c1ccccc1F	u

In a second layout: four of the compounds above.
CCN(CCN1CCCC1)C(=O)c1cccc2cnccc12
  ST2 inh: i

CC(C)Cc1cc(C(=O)NC(C)c2ccccc2)no1 (centres undefined)
  ST2 inh: i

CCOc1ccc(NS(=O)(=O)c2ccc3[nH]c(=O)oc3c2)cc1
  ST2 inh: i

COC(=O)C1=CO[C@@H](O[C@@H]2O[C@H](CO)[C@@H](O)[C@H](O)[C@H]2O)[C@@H]2[C@@H](C)[C@@H](O)C(O)[C@H]12 (some centres undefined)
  ST2 inh: i

Other structures.
SMILES	ST2 inh
COc1ccc2nccnc2c1[N+](=O)[O-]	u
Cc1ccc(Sc2c(C)nn(C(C)(C)C)c2OC(=O)c2ccco2)cc1	i
COc1ccc(Cc2nnc(NCc3ccco3)[nH]c2=O)cc1	i
O=C(C[C@@H]1CCNC[C@@H]1Cc1cc(-c2ccccc2)on1)N1CCCCC1	u
O=C(CSc1ccc(Cl)cc1)NCC1CCCO1 (centres undefined)	i
CCNc1ccnc(N2CCN(Cc3ccc4c(c3)OCO4)CC2)n1	u
COc1ccc(CC2SC(=Nc3ccccc3)NC2=O)cc1 (centres undefined)	31%*
CCn1ccnc1CN1CCC(CCC(=O)N2CCN(c3ccccc3)CC2)CC1	i
CCc1ocnc1C(=O)N(C)Cc1ccccc1OCC(C)C	i
CCOc1cccc2sc(NC(=O)C3Cc4ccccc4O3)nc12 (centres undefined)	i
COc1ccc(CN(C)C(=O)Cn2nnnc2CN2CCOCC2)c2cccnc12	i
O=C(CNS(=O)(=O)c1cccs1)NC1CCCCC1	i
CSCc1ccc(C(=O)N(C)C2CCCN(CCCc3ccccc3)C2)o1 (centres undefined)	u
OC1(c2cccc(C(F)(F)F)c2)CCN(Cc2ccsc2)CC1	u
CCN(C(=O)c1ccc(NC(C)=O)cc1)c1ccccc1	i
CCOc1ccc(-n2nc3ccc(NC(=O)c4cccnc4)cc3n2)cc1	i
CSc1cccc(NC(=O)c2ccc(NC(=O)C3CCCO3)cc2)c1 (centres undefined)	u
CN(Cc1ccnc2ccccc12)C(=O)C1CCC(=O)N(Cc2ccccc2F)C1 (centres undefined)	i
CC(=O)c1ccc(NC(=O)Nc2ccccc2)cc1	i
CN(CCc1ccccc1)C1CCCN(C2CCN(Cc3ccco3)CC2)C1 (centres undefined)	i
COc1ccc(CSc2nnnn2-c2ccc(C(N)=O)cc2)cc1[N+](=O)[O-]	i
CC(C)Oc1ccccc1/C=C/c1nc(O)c([N+](=O)[O-])c(=O)[nH]1	u
Nc1nnc(/C=C/c2cccc([N+](=O)[O-])c2)s1	i
O=C1C2[C@H](C(=O)N1c1ccc(Cl)c(C(F)(F)F)c1)[C@H]1C=C[C@@H]2C12CC2 (some centres undefined)	i

Rewritten with each value named: part of the list above
CCOc1ccc(-n2nc3ccc(NC(=O)c4cccnc4)cc3n2)cc1
  ST2 inh = i
CSc1cccc(NC(=O)c2ccc(NC(=O)C3CCCO3)cc2)c1 (centres undefined)
  ST2 inh = u

Next part
SMILES	ST2 inh
CCOC(=O)C1=C(C)Nc2nc(SCc3ccccc3)[nH]c(=O)c2C1c1ccncc1 (centres undefined)	i
COCC(=O)NC(C)c1nc2ccccc2[nH]1 (centres undefined)	i
CCC1=NN(C(=O)c2ccccc2O)C(O)(c2ccc(Br)cc2)C1 (centres undefined)	u
O=C(Nc1ccc([N+](=O)[O-])cn1)c1ccc2c(c1)OCO2	i
CC1Cc2ccccc2N1C(=O)c1cnc2n(c1=O)CCS2 (centres undefined)	i
CC(Oc1cccc(Cl)c1)C(=O)N1CCCC1 (centres undefined)	i
Cc1ccc(-c2noc(CCC(=O)Nc3ccc(C)cn3)n2)cc1	i
CCOc1ccc(C2C(C#N)=C(SC)NC(=O)C2C(=O)OC)cc1 (centres undefined)	u
c1cnc2ccc(-c3ccc4ncccc4c3)cc2c1	i
O=C1OCCN1CCn1cnc(-c2ccccc2)c1-c1cc2ccccc2o1	i
COc1cc(OC)c(-n2cc(-c3cc4ccccc4oc3=O)[nH]c2=O)cc1Cl	u
COc1ccccc1-c1nc(C(N)=O)c2c(n1)n(-c1ccc(F)cc1)c(=O)n2C	i
COCc1nc2ccccc2n1Cc1ccc(Br)cc1	i
CC1=C[C@@H](CO)[C@H](C(C)C)C[C@H]1CC(=O)N1CCN(c2ccccn2)CC1	i
CC(C)CC(NC(=O)/C(=C/c1ccc2c(c1)OCO2)NC(=O)c1ccco1)C(=O)O (centres undefined)	i
Cc1nn(C)c(C)c1-c1ccnc(NCC2COCCO2)n1 (centres undefined)	i
CCN(C)c1ccc(/C=C2/C(=O)N(c3ccc(Cl)c(Cl)c3)N=C2C)cc1	30%*
Cc1nc2c(C(=O)N3CCCC3)c[nH]n2c(=O)c1Cc1ccccc1F	i
COc1ccc(-c2noc([C@@H]3C[C@H](NCc4cc5ccccc5o4)CN3C)n2)cc1	i
Cn1cnnc1Sc1ccc(-c2nccn2C2CCCCCC2)o1	i
COC(=O)CC[C@H]1CNC(=O)[C@@H]2[C@@H](CCN2Cc2nc3ccccc3n2C)N1C	u
CCC(=O)Nc1ccc(-c2nc3ncccc3o2)cc1	i
C=CC[C@H](N)C(=O)O	i
COC(=O)CNc1c(-c2ccccn2)nc2ccccn12	i
